Screening results as filed in PubChem.
A549 tox – Nrf2 qHTS screen for inhibitors: counterscreen for cytotoxicity | A549 ARE-Fluc cells, CellTiter-Fluor viability, 18-24 h | Potency, µM (highest dose often 46 µM), inactives show top-dose activity change, negative = cytotoxicity, most hits filed as inhibitors | actives 0.16% (n = 390,000) | AID 504648, 2011; further: potency means the concentration at half of the fitted maximal effect; on the % scale 0 is the no-effect control and ±100 the full control effect
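A549 ARE-Fluc cells in 5% FBS OPTI-MEM, 5000 cells/well, rested 2 h then exposed to compounds in concentration-response for 18-24 h at 37 °C. Viability by CellTiter-Fluor fluorescence (Ex 405/Em 525) after 30 min; luciferase luminescence (BugLite, 15 min, RT) read afterwards.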
Nrf2 inh – Nrf2 qHTS screen for inhibitors; A549 ARE-Fluc reporter, luciferase luminescence, 18-24 h; Potency, µM (highest dose often 46 µM), inactives show at the highest dose activity change, negative = inhibition, most hits filed as inhibitors; actives 2.1% (n = 360,000); AID 504444, 2011; further: potency means the concentration at half of the fitted maximal effect; on the % scale 0 is the no-effect control and ±100 the full control effect; nearly all actives have a fitted effect of over 60% in size
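Nrf2 function is reported as luminescence of an ARE-controlled luciferase in A549 cells. Compounds were tested at several concentrations, and a CellTiter-Fluor read on the same wells flagged cytotoxicity.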
CCT modulator – High-Throughput Screening for Modulators of Cytosolic Chaperonin Activity; purified chaperonin ATPase assay, HTRF ADP detection, 30 min; activity change, % (concentration not given with the values), hits read low; actives 0.3% (n = 360,000); in the data active means activity change below about -30%; further: on the % scale 0 is the no-effect control and ±100 the full control effect
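Enzyme 40 or 20 nM (batch-dependent) in Tris pH 7.4/KCl/MgCl2/DTT; cpd 76 uM single point; ATP 10 uM; 30 min 37 °C; Transcreener ADP HTRF detection, 30 min RT; ratio 665/615.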
HepG2 tox – qHTS for Inhibitors of TGF-b: Cytotox Counterscreen; HepG2 CAGA-GFP viability, ATP luminescence, 18 h; Potency, µM (titrated, usually from 46.1 µM), for inactives: top-dose activity change, negative = cytotoxicity, hits mostly cytotoxic; actives 0.76% (n = 410,000); further: potency means the concentration at half of the fitted maximal effect; some results filed as inactive show a strong effect at the top dose
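CellTiter-Glo luminescence gave cytotoxicity after 18 hours at 37 degrees C. The cells were HepG2 CAGA-GFP in 1% FBS DMEM, stimulated with 500 pg/mL TGF-beta after compound addition. %Activity was normalised to no-cell wells (complete cell-killing) and DMSO (no toxicity), and curves were fitted and classified.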
Abeta yeast res – qHTS for compounds that reverse cellular toxicity of Amyloid beta (A-beta) peptide in yeast: Primary Screen; yeast expressing A-beta42, growth rescue, OD600, 48 h; response scale: 0% DMSO, 100% iron-clioquinol control; Potency, µM (titrated, usually from 46.1 µM), inactives show top-dose growth rescue, actives largely listed as activators; actives 0.063% (n = 410,000); further: potency means the concentration at half of the fitted maximal effect; nearly all actives have a fitted effect of over 55% in size
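Yeast A-beta toxicity model in growth medium with pinned compounds, 48 h at 30 C; growth read as absorbance at 600 nm. Normalized to FeCl3/clioquinol equimolar mix (positive) and DMSO (negative).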
Nrf2 ARE act – qHTS of Nrf2 Activators | AREc32 ARE-luciferase reporter (MCF7-derived line), luminescence, 24 h | Potency, µM (top dose mostly 46.1 µM), for the others: at the highest dose activation, usual class: activators | actives 0.31% (n = 410,000) | AID 624171, 2012; further: potency means the concentration at half of the fitted maximal effect; % of control where 0% means no effect; nearly all actives have a fitted effect of over 65% in size
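For detection, Steady-Glo was added and plates sat 30 min at RT; before that, AREc32_Fluc cells grown overnight in OPTI-MEM/5% FBS had been treated with 23 nL compound for 24 hr at 37 deg C.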
MmCpn inh – Inhibitors of TCP-1 ring complex (TRiC) of Methanococcus maripaludis (MmCpn): qHTS | AID 504842, 2011 | actives 0.031% (n = 330,000) | purified Mm-Cpn ATPase, ADP Transcreener TR-FRET | Potency, µM (titrated, usually from 76.9 µM), for the others: top-dose activity, negative = inhibition, actives largely listed as inhibitors | Chaperonin Mm-Cpn (Methanococcus maripaludis); further: potency means the concentration at half of the fitted maximal effect; on the % scale 0 is the no-effect control and ±100 the full control effect; nearly all actives have a fitted effect of over 80% in size
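TR-FRET (320 nm excitation; 590 and 665 nm emission) reports ADP made from 10 uM ATP by 25 nM enzyme; compounds were preincubated 10 min, reaction run 30 min, both at 37°C.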
Akt phos inh – HTS Assay for Inhibitors of Akt Phophorylation: Primary Screen | Neuro2A IGF-stimulated pAkt S473 HTRF, 20 min; active compounds read low | activity change, % for hits at 50 µM | actives 0.32% (n = 360,000) | AID 651550, 2012; in the data active means activity change below about -80%; inconclusive means mostly about -51% to -80%; further: on the % scale 0 is the no-effect control and ±100 the full control effect
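Neuro2A cells in DMEM with 0.5% FBS, overnight at 37 deg C, given compound at single 50 µM final, then IGF (6 nM final) for 20 min at 37 deg C. Lysed; phospho-Akt Ser473 by HTRF after 24 h, 665/615 ratio.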
TGFb SMAD3 inh – qHTS for Inhibitors of TGF-b. HepG2 CAGA-GFP TGF-b/SMAD3 reporter, GFP fluorescence, 18 h; TGF-beta stimulated, 500 pg/mL final. Potency, µM (highest dose often 46.1 µM), for inactives: at the highest dose activity, negative = inhibition, actives largely listed as inhibitors. actives 1.2% (n = 410,000); further: potency means the concentration at half of the fitted maximal effect; on the % scale 0 is the no-effect control and ±100 the full control effect; nearly all actives have a fitted effect of over 65% in size
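Read-out: total well GFP (ex488/em500-530) summed from mean per-cell fluorescence. Cells: HEPG2 CAGA-GFP, 1% FBS DMEM, 18 h at 37 degrees C with 500 pg/mL final TGF-beta. Unstimulated wells served as the full-inhibition control; stimulated DMSO wells = 0%.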
Numbers without * were called inactive; i = inactive; ? = inconclusive; · = no result given; & = joins results of further samples; [ ] = remark or other dose. Unless noted, the call rests on the fitted dose curve; in most records, active means well fitted curve in the direction sought with a large enough effect; inconclusive means small, poorly fitted or top-dose-only effect, or another doubt; inactive means no such curve, though single readings can be large; an effect the other way counts as inactive or inconclusive.

no.	canonical_smiles	A549 tox	Nrf2 inh	CCT modulator	HepG2 tox	Abeta yeast res
1	Cn1nc(C(F)(F)F)c(/C=N/OC(=O)c2ccccc2Cl)c1SCc1ccc(Cl)cc1	?	21µM*	0.2	-20%	-7%
2	O=C(NC1CCCCC1)N1CCN(C2CCCCC2)CC1	18%	27%	-1.6	-39%	-13%
3	CN(c1ccccc1C(=O)Nc1ccc2c(c1)OCO2)S(C)(=O)=O	1%	0%	-0.3	-1%	-5%
4	COc1cccc(NC(=O)CCSc2ccc(C)cc2)c1	13%	-1%	-2.0	-16%	15%
5	Cc1cc(OC(=O)c2ccc(S(=O)(=O)N3CCCC3)cc2)c([N+](=O)[O-])c(=O)[nH]1	25%	10%	1.3	-4%	-14%
6	COc1ccc(C(=O)Nc2cc3c4c(c2)C(C)C(=O)N4CCC3)c(OC)c1 (centres undefined)	-5%	-20%	-2.0	-4%	-9%
7	O=c1[nH]c2cc3c(cc2cc1CN(CCCO)C(=S)NCc1ccco1)OCO3	-1%	14%	-0.1	5%	-2%
8	Cc1ccc(NC(=O)CSc2ccc(-c3cccnc3)nn2)cc1Cl	-3%	-9%	-1.0	-22%	·
9	CCOc1ccccc1NS(=O)(=O)c1ccc2oc(=O)ccc2c1	0%	-29%	-0.8	0%	-4%
10	COc1ccc(-c2nnc(SC(C)C(=O)Nc3cccc(Cl)c3)o2)cc1 (centres undefined)	-1%	?	0.4	-12%	19%
11	Cc1cccc(C(=O)NCC(=O)OCC(=O)N2CCCCC2)c1	?	-14%	-2.1	-5%	-16%
12	COc1ccccc1C/C(N)=N/OC(=O)c1cccc([N+](=O)[O-])c1C	-2%	-1%	-1.8	-30%	-2%

no.	Nrf2 ARE act	MmCpn inh	Akt phos inh	TGFb SMAD3 inh
1	-0.9%	-1%	i	-13%
2	0.2%	-2%	i	-4%
3	-0.3%	-2%	i	-11%
4	0.7%[9.22 µM]	3%	i	-26%
5	-1.0%	-2%	i	5%
6	6.5%	2%	i	6%
7	-0.7%	-1%	i	-19%
8	2.0%	-2%	i	-27%
9	0.3%	0%	i	-2%
10	0.2%	0%	i	0%
11	0.1%	0%	i	0%
12	0.8%	1%	i	2%

Next section
no.	canonical_smiles	A549 tox	Nrf2 inh	CCT modulator	HepG2 tox	Abeta yeast res
13	COCCCNS(=O)(=O)c1ccccc1	2%	·	0.9	4%	11%
14	COc1cccc(CNC(=O)C2CCCN(c3ncnc4onc(-c5ccc(F)cc5)c34)C2)c1 (centres undefined)	8%	35%	·	1%	-4%
15	COc1ccc(-c2nc3ccc(Cl)cn3c2Cc2cccc(F)c2)cc1OC	·	·	0.4	0%	23%
16	COC(=O)c1cnc(Nc2cccc(C(F)(F)F)c2)c([N+](=O)[O-])c1	1%	-7%	-1.5	12%	0%
17	CC(=O)NCCc1nc2cc(NC(=O)c3cccs3)ccc2n1C	9%	-1%	-4.0	6%	13%
18	Cc1c(NC(=O)/C(C#N)=C/c2c(Oc3ccccc3)nc3ccccn3c2=O)c(=O)n(-c2ccccc2)n1C	-2%	0%	1.1	-1%	6%
19	CCOc1ccc2nc(NC(=O)CN3CCN(CC)CC3)sc2c1	7%	?	0.6	-21%	-7%
20	COc1ccc(Cc2nnc(SCC(=O)Nc3ccc(N4CCOCC4)cc3)o2)cc1	-9%	-20%	-0.9	21%	0%
21	CC1(C)CC(=O)C2=C(C1)NC(Nc1nc3ccccc3o1)=NC21CCCCC1	2%&2%	20%&21%	-0.3	-17%	1%
22	O=C(c1cccs1)N1C[C@@H](O)[C@H](n2cc(C3CC3)nn2)C[C@@H]1c1ccccc1	·	·	-1.6	-20%	3%
23	COc1ccc(Cl)cc1NC(=O)c1ccc(CN2C(=O)CCn3nc(C)cc32)cc1	8%	-39%	·	-39%	-4%
24	O=C1CCC/C1=c1\s/c(=C\c2cccnc2)c(=O)n1-c1ccccc1	-17%	?	-0.5	-11%	-19%

no.	Nrf2 ARE act	MmCpn inh	Akt phos inh	TGFb SMAD3 inh
13	-0.2%	0%	i	16%
14	3.4%	·	·	-28%
15	2.6%	·	i	-24%
16	0.0%	-2%	i	24%
17	0.1%	-1%	i	-6%
18	27%	-1%	i	4%
19	5.0%	-2%	i	-25%
20	0.0%	1%	i	3%
21	-0.1%	2%	i	12%
22	0.5%	·	i	-6%
23	5.2%	·	·	1%
24	0.8%	-1%	i	11%

(listing goes on)
no.	canonical_smiles	A549 tox	Nrf2 inh	CCT modulator	HepG2 tox	Abeta yeast res
25	CC(NC(=O)c1nn(C)c(=O)c2ccccc12)c1ccccc1 (centres undefined)	-28%	-16%	-1.1	-11%	3%
26	CC(=O)Nc1ccc(S(=O)(=O)N2CC(=O)NC(=O)C2)cc1	-4%	5%	1.4	6%	-13%
27	CCCCCOC(=O)c1ccc(NC(=O)c2cccc(NC(=O)c3ccccc3C(=O)O)c2)cc1	1%	3%	-5.7	7%	-12%
28	Fc1ccc(NC(=S)N2CCOCC2)cc1Cl	5%	-9%	-1.6	-3%	0%
29	Cc1ccc2c(c1)nnn2C1CCN(C(=O)c2ccccc2F)CC1	-16%	-7%	-1.7	-8%	-3%
30	CCOc1ccc2nc(NC(=O)c3ccc(OC)c(S(=O)(=O)N4CCOCC4)c3)sc2c1	-1%	?	-2.7	-25%	0%
31	CS(=O)(=O)N(CC(=O)N1CCN(c2ccc(F)cc2)CC1)c1cccc(Cl)c1	-11%	-10%	-0.5	6%	?
32	Cc1ccc(CSc2nnc(SCC(=O)N/N=C/c3ccccc3OCC(=O)O)s2)cc1	-3%	5%	-1.0	-4%	11%
33	O=C1NC2(CCCCCC2)C(=O)N1Cc1ccccc1F	1%	-12%	1.4	3%	27%
34	Cc1cccc(NC(=O)CN(C)C(=O)c2ccc3ccccc3n2)c1C	-4%	11%	-1.6	-8%	0%
35	CC(=O)c1c(C)[nH]c(C(=O)OC2CCCCC2=O)c1C (centres undefined)	1%	?	2.0	0%	-1%
36	Cc1ccc(C(=O)COC(=O)CCC(=O)Nc2ccc(Oc3ccccc3)cc2)cc1	1%	9%	·	-58%	2%

no.	Nrf2 ARE act	MmCpn inh	Akt phos inh	TGFb SMAD3 inh
25	-0.1%	0%	i	-8%
26	0.3%	-3%	i	15%
27	3.7%	-2%	i	19%
28	-0.6%	0%	i	9%
29	-0.4%	0%	i	1%
30	0.7%	-1%	i	0%
31	0.2%	1%	i	-3%
32	-1.6%	4%	i	-27%
33	-0.7%	1%	i	0%
34	4.0%	-4%	i	-5%
35	13%	-3%	i	-4%
36	2.6%	·	·	-22%

Later entries:
no.	canonical_smiles	A549 tox	Nrf2 inh	CCT modulator	HepG2 tox	Abeta yeast res
37	CC(C)CC(N)c1csc(Nc2cc(Oc3ccccc3)ncn2)n1 (centres undefined)	·	·	-0.3	-58%	9%
38	CC1=C(C(=O)N(C(C)C)C(C)C)CC(CC(=O)NC2CC2)C(=O)N1Cc1ccc(C(C)(C)C)cc1 (centres undefined)	·	·	0.5	·	-9%
39	Cc1cc(C)n(CC(=O)NNC(=O)c2ccc(NC(=O)CC#N)cc2)n1	-1%	5%	0.5	-7%	-5%
40	CC(C)CCn1cnc2c1c(=O)n(CC(=O)NC(N)=O)c(=O)n2Cc1ccccc1	-8%	-14%	0.4	-3%	6%
41	Cc1cccc(CC(=O)c2c[nH]c3ccccc23)c1	2%	?	-1.9	-37%	24%
42	Cc1cccc(C(C)C)c1NC(=O)C1CCN(S(=O)(=O)c2ccccc2)CC1	0%	?	-0.7	-10%	14%
43	O=C(CN1C(=O)S/C(=C\c2ccccn2)C1=O)Nc1ccccc1	1%	-5%	-2.0	-9%	9%
44	C[C@H](CO)N1C[C@H](C)[C@H](CN(C)Cc2ccc(C(=O)O)cc2)OCc2ccccc2-c2c(n(C)c3ccccc23)C1=O	·	·	-1.4	13%	-9%

no.	Nrf2 ARE act	MmCpn inh	Akt phos inh	TGFb SMAD3 inh
37	-3.1%	·	i	?
38	2.7%	·	i	·
39	-0.7%	2%	i	-4%
40	0.0%	2%	i	4%
41	3.1%	-2%	i	18%
42	1.3%	1%	i	?
43	2.4%	4%	i	-3%
44	0.1%	·	i	1%

Among those listed so far, these have a thiophene ring, fused or not.
no.	canonical_smiles	A549 tox	Nrf2 inh	CCT modulator	HepG2 tox	Abeta yeast res
17	CC(=O)NCCc1nc2cc(NC(=O)c3cccs3)ccc2n1C	9%	-1%	-4.0	6%	13%
22	O=C(c1cccs1)N1C[C@@H](O)[C@H](n2cc(C3CC3)nn2)C[C@@H]1c1ccccc1	·	·	-1.6	-20%	3%

no.	Nrf2 ARE act	MmCpn inh	Akt phos inh	TGFb SMAD3 inh
17	0.1%	-1%	i	-6%
22	0.5%	·	i	-6%
